High-throughput results as filed in PubChem BioAssay.
HIF-2a inh: HIF-2a reporter inhibitors, primary screen, luminescence, 786-0 RCC cells; AID 624352, 2012; 786-0 RCC cells HIF-2a reporter, luciferase luminescence, overnight; inhibition, % at 18.8 µM; 0.72% of 360,000 active;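 active = inhibition of the luminescence signal of 40% or more relative to plate controls, in a single-dose primary screen at 18.75 µM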
H9c2 protect: cardioprotection against H2O2-induced cell death, primary screen, uHTS, H9c2 cells, ATPLite luminescence | H9c2 cardiomyocytes, H2O2 injury protection, 2 h | protection from H2O2 cell death, % at 20 µM | 0.63% of 360,000 active | AID 588492, 2011;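 active = compounds giving at least 50% protection of heart cells from peroxide-induced death in the single-dose screen, raw or plate-pattern-corrected value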;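 also: 0% = DMSO wells with peroxide and 100% = DMSO wells without peroxide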
HTR2A ag: mouse Htr2a agonists via beta-arrestin recruitment, primary screen, cell-based, luminescence; 5-hydroxytryptamine receptor 2A (Mus musculus), P35363; CHO-K1 mHTR2A beta-arrestin complementation; percent of 30 µM serotonin response; 0.66% of 360,000 active; activation, % at 7.6 µM; AID 624169, 2012;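 active = activation above a run cutoff, the mean activation of all tested compounds plus 3 SD, cut at about 14% in these data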;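 also: 0% = plate median of compound wells and 100% = 30 µM serotonin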
Target sequence (P35363 whole entry, looked up): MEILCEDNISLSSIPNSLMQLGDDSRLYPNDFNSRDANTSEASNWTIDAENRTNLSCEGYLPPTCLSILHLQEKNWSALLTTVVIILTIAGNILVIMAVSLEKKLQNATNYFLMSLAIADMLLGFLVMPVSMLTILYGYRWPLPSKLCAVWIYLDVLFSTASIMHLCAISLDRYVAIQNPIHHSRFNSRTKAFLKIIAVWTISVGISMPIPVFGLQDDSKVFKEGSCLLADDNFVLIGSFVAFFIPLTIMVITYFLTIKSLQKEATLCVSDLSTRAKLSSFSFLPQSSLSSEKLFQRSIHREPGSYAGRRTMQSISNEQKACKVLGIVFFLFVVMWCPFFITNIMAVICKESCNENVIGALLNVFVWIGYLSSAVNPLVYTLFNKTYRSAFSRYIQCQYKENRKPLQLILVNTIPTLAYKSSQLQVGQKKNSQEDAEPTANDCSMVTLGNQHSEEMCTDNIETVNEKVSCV
PDI inh: inhibitors of human PDI, primary screen, biochemical, turbidity, single point, plate reader | Protein disulfide-isomerase (Homo sapiens), P07237 | 0.052% of 350,000 active | PDI insulin aggregation turbidity, A650, 90 min | AID 588391, 2011 | inhibition, % at 10 µM;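 active = mean inhibition across replicates of 30% or more, whatever share of single replicates reach that level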;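 also: absorbance from insulin aggregation driven by PDI reduction with DTT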
Target sequence (P07237 whole entry, looked up): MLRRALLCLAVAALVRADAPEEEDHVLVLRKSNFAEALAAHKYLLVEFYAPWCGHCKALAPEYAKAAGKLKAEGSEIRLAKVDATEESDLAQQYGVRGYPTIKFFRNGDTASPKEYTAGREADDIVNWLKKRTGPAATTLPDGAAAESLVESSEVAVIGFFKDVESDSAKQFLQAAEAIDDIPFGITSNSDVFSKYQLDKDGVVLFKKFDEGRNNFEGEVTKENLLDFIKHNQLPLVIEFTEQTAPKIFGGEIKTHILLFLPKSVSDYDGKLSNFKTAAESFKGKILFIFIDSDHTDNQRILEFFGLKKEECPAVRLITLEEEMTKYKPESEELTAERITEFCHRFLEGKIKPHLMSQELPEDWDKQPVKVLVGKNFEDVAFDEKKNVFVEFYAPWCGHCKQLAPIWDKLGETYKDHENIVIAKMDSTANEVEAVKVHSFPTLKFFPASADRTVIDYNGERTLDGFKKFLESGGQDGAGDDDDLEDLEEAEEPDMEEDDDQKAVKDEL
NR2E3 ag-1: inhibitors of NR2E3-RetCOR corepressor binding, primary screen, NR2E3 agonist project, biochemical, TR-FRET, GST-NR2E3, biotin-RetCOR. Photoreceptor-specific nuclear receptor (Homo sapiens), Q9Y5X4. 1536-well. inhibition of corepressor binding, % at 4.78 µM. 0.12% of 320,000 active. AID 2300, 2010;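 active = percent inhibition above the cutoff of mean plus 3 SD of all tested compounds, set per screening campaign, cut at about 20% in these data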;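 also: 0% = DMSO wells and 100% = biotin wells as full block of FRET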
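Format: 1536-well format; test system: GST-NR2E3 and biotin-RetCOR proteins; read-out basis: percent inhibition of TR-FRET ratio; timing: 5 h incubation at 4 °C; detection: time-resolved FRET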
MITF TRPM1 inh: inhibitors of MITF-dependent TRPM1 promoter reporter, primary screen, cell-based, SK-MEL-5, single point, luciferase. SK-MEL-5 TRPM1 promoter luciferase, 24 h. inhibition, % at 12.5 µM. 0.83% of 330,000 active;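 active = mean inhibition across replicates of 60% or more, whatever share of single replicates reaches that level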; also: values of inactives mirror those of a sister screen read the other way
hiPSC survival: enhancers of single-cell hiPSC survival, primary screen, ATPlite luminescence | survival enhancement, % at 20 µM | 0.044% of 360,000 active | AID 602274, 2012 | 100% = ROCK inhibitor wells, 0% = DMSO; in the data active = survival enhancement above about 18%;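 also: cells exposed to compounds for 16 hours before the ATP read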
NR2E3 ag-2: NR2E3 agonists in two-hybrid cells, primary screen, cell-based, luminescence, CHO-S, Gal4-NCOR/VP16-NR2E3. 0.35% of 360,000 active. AID 602229, 2012. inhibition of corepressor binding, % at 3.98 µM. luciferase;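 active = inhibition above the mean of all tested compounds plus 3 SD, cut at about 70% in these data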;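 also: 0% = DMSO with NR2E3 transfected cells and 100% = cells lacking NR2E3 construct; higher means lower luciferase signal from less NR2E3 corepressor binding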
Shn3 inh set2: reduction of Shn3 3'UTR firefly luciferase signal, primary screen, Schnurri-3 inhibitor project, cell-based, Clone20 osteoblasts, set 2; 0.52% of 360,000 active; Clone20 osteoblast Shn3 3'UTR firefly luciferase, 24 h; inhibition, % at 12.5 µM;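 active = mean inhibition of at least 75% with every replicate also reaching 75%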;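 also: 0% = median of neutral control wells and 100% = pilot-screen positive control compound; some compounds past the cut are filed as inactive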
CaV13 ICDI inh: Disruptors of the CACNA1D IQ motif to Ca2+-dependent inactivation inhibitor domain association, primary screening, Förster resonance energy transfer in intact living …. HEK cells, CFP/YFP FRET ICDI-IQ, plate reader, 10 min; percent FRET-ratio fall versus neutral wells. inhibition, % at 12.3 µM. 0.098% of 340,000 active. AID 743397;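 active = mean replicate inhibition of at least 30% and at least 1% of replicates passing that level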;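 also: 0% = median of the neutral control wells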
Peg3 prom inh: Peg3 promoter-driven luciferase inhibitors, primary screen, cell-based, HeLa, luciferase luminescence | inhibition, % at 20 µM | HeLa PEG-Prom luciferase reporter, overnight | 1.7% of 360,000 active;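 active = inhibition of at least 50% at 20 µM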
An asterisk follows results filed as active; / = no result given.

SMILES	HIF-2a inh	H9c2 protect	HTR2A ag	PDI inh	NR2E3 ag-1	MITF TRPM1 inh	hiPSC survival	NR2E3 ag-2	Shn3 inh set2	CaV13 ICDI inh	Peg3 prom inh
Cn1c(=O)c2c(SCC(=O)NCC3CCCO3)nc(CC(C)(C)C)nc2n(C)c1=O (configuration not stated)	11	14	6	5	2	18	-0.1	-8	-4	-3	9
Cc1c(NC(=S)N/C(=N/S(=O)(=O)c2ccc(Cl)cc2)c2ccccc2)c(=O)n(-c2ccccc2)n1C	10	1	3	2	3	-5	1.4	11	4	-6	4
Cc1cccc(Cc2c(C)nc3c(C(=O)NCc4ccco4)cnn3c2C)c1	14	-14	1	-3	-1	18	19*	-26	41	-4	15
COc1ccc(OC)c(NC(=O)CC2SC(=Nc3ccc(F)cc3)N(CCC3=CCCCC3)C2=O)c1 (configuration not stated)	-15	-11	-3	18	0	-6	-0.7	-20	70	-3	7
CCNC(=O)c1ccc(=O)n(Cc2ccc(Cl)cc2Cl)c1	17	4	3	7	-1	4	-0.4	-2	15	-2	11
CCN(C(=O)COC(=O)CCc1ccccc1OC)c1c(N)n(Cc2ccccc2)c(=O)[nH]c1=O	12	0	-8	2	2	-3	-0.4	-29	4	-5	3
CC(C)NC(=O)N(C)C[C@H]1Oc2c(NC(=O)Nc3ccccc3)cccc2C(=O)N([C@H](C)CO)C[C@@H]1C	9	11	3	7	/	-4	-0.2	2	-73	-4	-6
CCSc1nc2sc3c(c2c(=O)[nH]1)CC(C)(C)OC3	-22	1	-5	-3	3	-6	-0.5	-26	-9	-5	-18
CCOC(=O)NC(NCCc1ccccc1)(C(F)(F)F)C(F)(F)F	-18	-3	4	1	1	6	0.4	-3	-11	-5	-3
CCN(CC(=O)Nc1ccccc1C(F)(F)F)C(=O)Cc1sc(C)nc1-c1ccc(F)cc1	11	7	-1	-8	-3	3	0.3	-13	4	-7	27
CCCCn1c(N)c(N(CC(C)C)C(=O)CCS(=O)(=O)c2ccc(C)cc2)c(=O)[nH]c1=O	-11	0	-5	5	2	-2	-0.3	30	-4	-4	-11
CN1CCSc2ccc(C(=O)NCc3ccccc3F)cc21	-169	-2	0	/	0	-46	-1.4	-63	-30	-7	-92
CCc1nnc(NC(=O)CN2CCN(S(C)(=O)=O)CC2)s1	10	2	7	3	2	11	-0.3	6	0	-3	7
Fc1ccc(-c2nnc(-c3ccc(Cl)cc3)o2)cc1	-479	-5	3	-5	3	-67	0.0	-42	-62	-8	-321
O=C(Cn1cnc2c(NCc3ccccc3)ncnc21)NCc1ccc2[nH]ccc2c1	6	-4	6	0	/	1	1.6	-8	-3	-6	-20
Cc1sc(Cc2nc(O)cs2)nc1-c1ccccc1	-30	2	3	8	-3	2	-0.4	-14	-2	-7	-36
COC(=O)C1=C(C)NC(=S)NC1/C=C/c1ccccc1 (configuration not stated)	16	8	-8	-1	-3	-11	3.1	9	-28	-1	12
CCn1c(SCC(=O)NCC2CCCO2)nc2cc(S(=O)(=O)N3CCCCC3)ccc21 (configuration not stated)	8	2	-1	0	1	-12	-2.5	-13	24	-5	12
Cc1cccc(N2CCN(C(=O)c3c(-c4ccccc4)noc3C)CC2)c1C	21	-1	3	9	-3	6	0.6	-63	-1	-11	28
CN(CC(=O)Nc1ccc(OC(F)(F)F)cc1)C(=O)Cc1c(Cl)cccc1Cl	23	-2	-3	3	0	0	-0.3	-5	7	-3	22

Ordered by SMILES length (ascending): part of the list above.
SMILES	HIF-2a inh	H9c2 protect	HTR2A ag	PDI inh	NR2E3 ag-1	MITF TRPM1 inh	hiPSC survival	NR2E3 ag-2	Shn3 inh set2	CaV13 ICDI inh	Peg3 prom inh
Fc1ccc(-c2nnc(-c3ccc(Cl)cc3)o2)cc1	-479	-5	3	-5	3	-67	0.0	-42	-62	-8	-321
COC(=O)C1=C(C)NC(=S)NC1/C=C/c1ccccc1 (configuration not stated)	16	8	-8	-1	-3	-11	3.1	9	-28	-1	12
CCNC(=O)c1ccc(=O)n(Cc2ccc(Cl)cc2Cl)c1	17	4	3	7	-1	4	-0.4	-2	15	-2	11
Cc1cccc(Cc2c(C)nc3c(C(=O)NCc4ccco4)cnn3c2C)c1	14	-14	1	-3	-1	18	19*	-26	41	-4	15
Cc1cccc(N2CCN(C(=O)c3c(-c4ccccc4)noc3C)CC2)c1C	21	-1	3	9	-3	6	0.6	-63	-1	-11	28
CN(CC(=O)Nc1ccc(OC(F)(F)F)cc1)C(=O)Cc1c(Cl)cccc1Cl	23	-2	-3	3	0	0	-0.3	-5	7	-3	22
CCn1c(SCC(=O)NCC2CCCO2)nc2cc(S(=O)(=O)N3CCCCC3)ccc21 (configuration not stated)	8	2	-1	0	1	-12	-2.5	-13	24	-5	12
Cn1c(=O)c2c(SCC(=O)NCC3CCCO3)nc(CC(C)(C)C)nc2n(C)c1=O (configuration not stated)	11	14	6	5	2	18	-0.1	-8	-4	-3	9
CCN(CC(=O)Nc1ccccc1C(F)(F)F)C(=O)Cc1sc(C)nc1-c1ccc(F)cc1	11	7	-1	-8	-3	3	0.3	-13	4	-7	27
CCCCn1c(N)c(N(CC(C)C)C(=O)CCS(=O)(=O)c2ccc(C)cc2)c(=O)[nH]c1=O	-11	0	-5	5	2	-2	-0.3	30	-4	-4	-11

Later entries:
SMILES	HIF-2a inh	H9c2 protect	HTR2A ag	PDI inh	NR2E3 ag-1	MITF TRPM1 inh	hiPSC survival	NR2E3 ag-2	Shn3 inh set2	CaV13 ICDI inh	Peg3 prom inh
CC(C)N(Cc1cnn(C)c1)Cc1nc(COc2ccccc2)no1	10	4	7	6	-2	-3	-1.0	12	17	-4	-2
COc1cc(C(=O)OCC(=O)NCC2CCCO2)cc(OC)c1OC (configuration not stated)	10	9	6	-8	/	1	-0.5	-3	3	-6	19
COCCNC(=O)c1cc(S(=O)(=O)N(C)C2CCCCC2)ccc1Cl	8	4	-3	4	/	/	-3.1	-12	-11	-13	1
C1=C(CCNCC2CCCCC2)CCCC1	-9	0	1	8	0	-3	-1.5	-3	18	/	8
C[C@H]1CN([C@@H](C)CO)C(=O)CCCn2cc(nn2)CO[C@@H]1CN(C)S(=O)(=O)c1ccc(C#N)cc1	11	4	7	8	/	/	0.8	-3	-8	-6	-6
CCCCCC(=O)Nc1cc(S(=O)(=O)N2CCOCC2)ccc1Oc1ccc(OCC)cc1	14	-6	-3	-5	0	8	0.4	0	19	-7	11
COc1ccccc1NC(=O)NNC(=O)c1ccc(-c2ccccc2)cc1	-5	-1	-7	-8	-4	4	-0.5	1	-3	/	5
O=C(CSc1nnnn1-c1cccc(C(=O)O)c1)NC(c1ccccc1)c1ccccc1	9	3	-2	-2	4	15	2.6	-9	-4	-13	7
CC(NC(=O)c1cc(COc2c(F)cccc2F)on1)c1cnn(-c2ccccc2)c1 (configuration not stated)	-175	-4	-2	-2	6	-77	-0.6	-52	-37	-5	-142
CCc1ccc(/C=N/NC(=O)c2ccc(OC3CCCC3)cc2)s1	8	4	-3	6	-2	0	2.3	10	-3	/	15
CCn1nc(NS(=O)(=O)c2ccc(NC(C)=O)cc2)c2cc3cccc(C)c3nc21	1	0	-7	-3	-3	6	-0.6	-16	2	-8	-3
Cc1ccc(CSc2nc3c(c(SCC(=O)O)n2)CCCC3)cc1	22	13	-3	1	-1	11	-2.4	5	18	-6	8
N#Cc1nc(N2CCCC2)nc(N2CCCC2)n1	8	-7	4	5	0	11	1.9	1	8	-4	26
Cc1cc(C)n(-c2ccc3cccc(NS(C)(=O)=O)c3n2)n1	14	88*	-1	11	7	62*	-1.2	13	90*	-4	59*
C=CCn1c(Br)nc2c1c(=O)[nH]c(=O)n2C	19	13	19*	1	-3	18	-0.5	-22	-4	-8	-2
Cc1nn(Cc2ccccc2)c(Cl)c1C(=O)OC1CCOC1=O (configuration not stated)	25	4	-3	3	2	-2	1.3	-21	7	/	-2
CSc1nnc(NC(=O)C23CC4CC(CC(C4)C2)C3)s1	-168	-4	-1	0	1	-47	1.3	-38	-24	-14	-177
CN(C)CCNc1oc(-c2cccc(Cl)c2)nc1C#N	-14	5	-11	-3	-2	-10	2.9	-13	5	-8	-13
COC(c1ccccc1)c1nnc(CCC(=O)NCCc2ccc(Cl)cc2)o1 (configuration not stated)	-6	3	-4	7	5	7	0.3	-45	-74	-4	9
O=S(=O)(NCCc1csc(-c2cccnc2)n1)c1cccc(F)c1	11	-5	-3	-4	2	4	-0.4	-2	0	/	5
CC(=O)c1ccc(NC(=O)c2ccc(N3C(=O)c4cccnc4C3=O)cc2)cc1	-5	-3	-1	-5	0	-32	-0.3	-68	-21	-3	-26
Cc1ccc2[nH]c(=O)c(C(c3nnnn3C3CCCC3)N(Cc3cccnc3)Cc3ccco3)cc2c1 (configuration not stated)	2	6	-2	-3	2	5	-3.3	-10	8	-1	8
Cc1occc1-c1nnc(SCC(=O)Nc2ccccc2)n1Cc1ccccc1	-11	2	-3	8	0	-13	1.0	1	-10	-8	25
O=C(NC(=O)c1cc(OCC(F)(F)F)ccc1OCC(F)(F)F)Nc1ccccc1	-25	-6	-4	6	0	-35	-0.3	10	1	-5	-9
Nc1ncccc1C(=O)OCC(=O)N1CCN(S(=O)(=O)c2ccc(Cl)cc2)CC1	18	-5	-3	-4	4	-3	0.5	-35	15	-6	15
O=C(NNC(=S)Nc1ccccc1)c1ccc2ncccc2c1	-288	-5	-3	-2	3	-40	-0.7	-117	-61	-2	-193
O=C(NC(=S)NCC1CCCO1)c1ccc([N+](=O)[O-])cc1 (configuration not stated)	-18	5	-1	0	-1	13	-0.5	-6	11	-3	-11
O=C(NCCc1ccccc1)c1ccc(OCCOc2ccccc2)cc1	-3	4	-3	0	4	-3	0.4	-7	9	/	7

2 entries drawn at random from those above, as already listed:
SMILES	HIF-2a inh	H9c2 protect	HTR2A ag	PDI inh	NR2E3 ag-1	MITF TRPM1 inh	hiPSC survival	NR2E3 ag-2	Shn3 inh set2	CaV13 ICDI inh	Peg3 prom inh
Cc1ccc2[nH]c(=O)c(C(c3nnnn3C3CCCC3)N(Cc3cccnc3)Cc3ccco3)cc2c1 (configuration not stated)	2	6	-2	-3	2	5	-3.3	-10	8	-1	8
Cc1occc1-c1nnc(SCC(=O)Nc2ccccc2)n1Cc1ccccc1	-11	2	-3	8	0	-13	1.0	1	-10	-8	25
